Assay outcomes deposited in PubChem BioAssay by several laboratories.
HIF act = HIF pathway transcriptional activators, primary screen, cell-based, U2OS HRE-luciferase, luminescence; U2OS HRE-luciferase reporter; normalized: DMSO 0%, desferrioxamine 100%; activation, % at 7.5 µM (by protocol); 300,000 compounds, 0.32% hits;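 active = mean activation of at least 10% of the iron chelator positive control signal, with at least half of replicates also reaching 10%; inconclusive = mean and replicate majority disagree about reaching 10%; inactive = mean and most replicates under 10%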
GSK3beta inhib = human GSK3beta kinase inhibitors, primary screen, biochemical, cell-free homogeneous, HTS | AID 2097, 2009 | Glycogen synthase kinase-3 beta (Homo sapiens), P49841 | GST-GSK3beta kinase, ADP-Glo luminescence, 60 min; stronger effect = lower value | 300,000 compounds, 0.038% hits | activity score (negative = inhibition), % at 10 µM;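 active = more than half of replicate wells score below -50%, meaning over 50% inhibition versus plate controls; inconclusive = some replicates but at most half score below -50%; inactive = no replicate scores below -50%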;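 note: 0% = median DMSO wells and -100% = median GW8510 positive control wells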
Target sequence (P49841 whole entry, looked up): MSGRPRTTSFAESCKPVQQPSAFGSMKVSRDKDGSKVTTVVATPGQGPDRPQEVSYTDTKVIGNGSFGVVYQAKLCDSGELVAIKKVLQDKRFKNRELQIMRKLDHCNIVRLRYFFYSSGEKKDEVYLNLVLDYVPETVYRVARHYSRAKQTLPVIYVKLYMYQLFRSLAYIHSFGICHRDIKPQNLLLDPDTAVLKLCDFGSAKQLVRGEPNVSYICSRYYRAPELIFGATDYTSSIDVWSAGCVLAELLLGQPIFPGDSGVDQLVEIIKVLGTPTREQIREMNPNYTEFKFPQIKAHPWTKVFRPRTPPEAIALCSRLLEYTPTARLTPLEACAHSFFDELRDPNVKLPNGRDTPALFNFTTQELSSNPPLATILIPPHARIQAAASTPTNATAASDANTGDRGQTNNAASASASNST
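Test system: GST-fused GSK3beta enzyme, cell-free | Quantity: 1.6 ng GST-GSK3beta enzyme per well | Reagent: 25 µM ATP with peptide substrate | Schedule: 60 min enzyme reaction, room temperature | Signal: Luminescent ADP-Glo measurement of ADP formed | Read-out basis: Score relative to plate controls | Control set: DMSO and 20 µM GW8510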
KLF5 inhibitor = KLF5 expression inhibitors, primary screen, DLD-1 cells, luminescence. AID 1700, 2009. DLD-1 KLF5 promoter-luciferase reporter. 290,000 compounds, 0.23% hits. inhibition, % at 5 µM;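 active = inhibition above a per-plate limit of that plate's mean compound inhibition plus 3 SD, cut at about 60% in these data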;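 note: 0% = DMSO wells and 100% = LY294002 at 200 µM; higher means less KLF5 promoter-driven luciferase light; inactives centre near -14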
HSF1 inh = HSF1 inhibitors in luciferase reporter cells, primary screen, cell-based, NIH3T3, luminescence. NIH3T3-HGL HSE-luciferase, MG132-induced, luminescence 8 h; stronger effect = lower value. activity change, negative = inhibition, % at 7.5 µM (by protocol). 300,000 compounds, 0.77% hits;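 active = more than half of replicate wells show activity change below -50%, luminescence cut by over half; inconclusive = some wells, but at most half, below -50%; inactive = no replicate well below -50%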;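 note: luciferase reports HSF-1 transcriptional activity via heat shock element; 0% = median of DMSO wells and -100% = zero luminescence signal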
aSyn UTR inh = MLPCN primary screen, SNCA 5' untranslated region | 300,000 compounds, 0.82% hits | inhibition, % (tested at 7.5 µM) | alpha-synuclein 5'UTR reporter, inhibitor activity; in the data active = inhibition above about 60%; inconclusive = no clear call, values can overlap the other calls;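 note: H4 neuroglioblastoma cells stably carrying SNCA 5'UTR luciferase fusion; 0% = DMSO wells and 100% = positive control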
HSP90 inh = HSP90 inhibitors, primary screen, cell lysate, luminescence; Heat shock protein HSP 90 (rabbit reticulocyte lysate; luciferase refolding); Rabbit reticulocyte lysate, luciferase refolding luminescence, 3 h; inhibition, % at 5.6 µM; 290,000 compounds, 0.91% hits;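 active = inhibition above the screen-wide mean plus 3 SD, computed separately per campaign, cut at about 16% in these data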;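 note: 0% = DMSO wells and 100% = 60 µM geldanamycin wells; inhibitors lower the luminescence because luciferase stays unfolded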
GSK3 alpha inh = blockers of GSK3A enzyme activity – biochemical, luminescence, cell-free homogeneous, HTS, primary screen; Glycogen synthase kinase-3 alpha (Homo sapiens), P49840; GSK-3 alpha kinase, ADP-Glo luminescence, 60 min; inhibition, % at 10 µM; 320,000 compounds, 0.1% hits; AID 2650, 2010;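 in the data active = inhibition above about 50%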;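 note: GST-tagged GSK-3 alpha with peptide substrate and 25 µM ATP; 0% = DMSO neutral wells and 100% = GW8510 positive control wells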
Target sequence (P49840 whole entry, looked up): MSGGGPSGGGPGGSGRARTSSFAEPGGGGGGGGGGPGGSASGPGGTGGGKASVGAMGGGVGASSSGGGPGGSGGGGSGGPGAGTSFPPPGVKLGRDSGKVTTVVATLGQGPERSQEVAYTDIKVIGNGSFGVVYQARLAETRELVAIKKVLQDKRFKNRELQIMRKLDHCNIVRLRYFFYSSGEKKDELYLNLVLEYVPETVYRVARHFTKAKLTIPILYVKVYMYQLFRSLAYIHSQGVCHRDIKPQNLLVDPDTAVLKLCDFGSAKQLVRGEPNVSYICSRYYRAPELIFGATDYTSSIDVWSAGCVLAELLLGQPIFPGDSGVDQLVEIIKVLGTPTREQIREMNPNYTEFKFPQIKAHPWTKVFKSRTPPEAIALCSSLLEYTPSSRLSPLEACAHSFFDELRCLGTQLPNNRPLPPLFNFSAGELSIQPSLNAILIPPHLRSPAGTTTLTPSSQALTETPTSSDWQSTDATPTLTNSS
IEC-6 cytotox = cytotoxicity in IEC-6 intestinal epithelial cells, primary screen, cytotoxicity control for KLF5 inhibitor project, cell-based, luminescence; IEC-6 cytotoxicity, luminescence viability; inhibition, % at 5 µM; 290,000 compounds, 0.78% hits; in the data active = inhibition above about 22%;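 note: 0% = plate median of test compound wells and 100% = cytotoxic reference compound wells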
HSF-1 act = HSF-1 activators, primary screen, NIH3T3-HGL cells, MG132 stress, luminescence, single point | NIH3T3-HGL HSF-1 luciferase reporter, 8 h; 100% = twice DMSO control signal | 300,000 compounds, 1.7% hits | activation, % at 9 µM;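 active = mean replicate activation of at least 50% with a set share of replicates each reaching 50%; inconclusive = only one of those two conditions met; inactive = mean below 50% and too few replicates reaching it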;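 note: 0% = median of the neutral control wells and 100% = twice that signal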
AI-2 QS mod = Vibrio harveyi AI-2 quorum sensing modulators, primary screen, JMH597 strain, luminescence/OD600 ratio | Vibrio harveyi JMH597 AI-2 luminescence/OD600 ratio, 9 h; stronger effect = lower value; strain lacks LuxN and CqsS sensors; 0 = neutral-control median | activity change, % at 7.5 µM | 300,000 compounds, 0.4% hits | AID 2094, 2009; in the data active = activity change below about -75%, passing the limit was not always enough; inconclusive = no clear call, values can overlap the other calls;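 note: luminescence divided by OD600 gain over 9 h not by final OD600 alone; inactives centre near 13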
* = called active by the depositor; ? = inconclusive; . = no result given.

Results follow in this order: HIF act, GSK3beta inhib, KLF5 inhibitor, HSF1 inh, aSyn UTR inh, HSP90 inh, GSK3 alpha inh, IEC-6 cytotox, HSF-1 act, AI-2 QS mod
(1) Cc1cc(C)n2c(SCC(=O)Nc3ccccc3)nnc2n1
  -0.1, 1, 7, 0, -28, 3, ., 5, -8, 34
(2) Cc1ccc2oc(C(=O)N(Cc3ccncc3)CC3CCCO3)c(C)c2c1 (stereo unspecified)
  2.7, -8, -46, 7, -53, -2, 0, 3, 12, 0
(3) O=C(OCCN1C(=O)c2ccccc2C1=O)c1ccco1
  -0.4, -5, 14, 3, 11, 1, -1, 1, 24, -6
(4) CCCC[C@H]1COCCS(=O)(=O)N1Cc1cccc(F)c1
  -0.4, 0, -6, 1, 23, -1, 6, -1, -4, 3
(5) CC(C)(C)OC(=O)N1CCC(C(=O)N2CCCCCC2)CC1
  -0.3, -3, -30, -7, -11, 4, ., -1, 4, 4
(6) OCCNCCOc1ccccc1-c1ccccc1
  0.5, 2, 4, -6, 1, 3, -3, 2, 0, 44
(7) Cc1onc(-c2ccccc2)c1C(=O)NCc1ccc(F)cc1
  0.3, 1, ., -21, 4, ., -1, ., -41, 9
(8) Cn1ncc2c(NNC(=O)c3ccc(O)cc3)ncnc21
  -0.8, 2, 6, -3, 12, -4, 0, -10, 5, 5
(9) COc1ccc(-c2nc(SC(CC(=O)NCc3ccccc3)c3ccc(OC)c(OC)c3)n[nH]2)cc1 (stereo unspecified)
  -0.1, 3, -31, 6, 15, -4, -3, -6, 42, 24
(10) Cc1cc(C(C)(C)C)oc1C(=O)N(CC(=O)NC1CCCC1)c1ccc(F)cc1
  -0.4, -2, -6, -2, -8, 0, -3, -3, 18, 4
(11) COc1ccc(CC(=O)NCc2nc(-c3ccccc3)no2)cc1
  -0.3, 2, -16, -1, 19, -4, -2, 3, -7, -77*
(12) O=C(N/N=C1\C2CN3CCN(C2)CC1(c1ccccc1)C3)Nc1ccccc1
  -0.6, 6, -2, -6, 7, 2, 1, -3, -11, 18
(13) CC1=CS(=O)(=O)CC1Sc1ncn[nH]1 (stereo unspecified)
  -1.4, 0, 1, -9, -3, 0, 1, -4, -15, 16
(14) COc1ccccc1NC(=O)CN1CCC(C(=O)c2ccc(F)cc2)CC1
  -0.1, 5, 2, 2, 5, -2, -3, 4, -8, 0
(15) O=C(N=C1SC2CS(=O)(=O)CC2N1c1ccc(Cl)cc1Cl)C1CC1 (stereo unspecified)
  -0.3, 3, -16, 2, 0, 3, 1, -6, 15, 19
(16) CCO[C@@H]1OC(C(=O)N2CCN(Cc3ccc4c(c3)OCO4)CC2)=C[C@H](C)[C@H]1CCCO
  0.4, 0, 10, -1, 20, 5, ., -4, -5, 8
(17) COc1cccc(NC(=O)c2nc3nc(C)cc(C(F)F)n3n2)c1
  0.5, -25, -15, 0, 12, -2, 4, -5, -2, 11
(18) COc1ccc([N+](=O)[O-])c(OC)c1C(=O)NC(=O)Nc1c(C)cccc1C
  -0.7, 7, -8, 7, -3, 1, -3, -3, 31, 18
(19) Cc1ccccc1-n1c(Cn2c(=O)sc3ccccc32)nnc1SCC(N)=O
  0.0, -1, -7, -5, -3, 1, -4, 3, -6, -2
(20) Cc1ccc(CCNC(=O)CN(C)S(=O)(=O)c2ccc3c(c2)c(=O)n(C)c(=O)n3C)cc1
  -0.2, -2, -22, -1, -9, -4, -1, 1, -2, -14
(21) O=C1NC2(CCCCC2)N=C1c1ccccc1
  0.3, -1, -16, 5, -15, 2, -2, 2, 11, 2
(22) Cc1ccc(C(C)NC(=S)NCc2ccc(F)cc2)cc1C (stereo unspecified)
  0.2, 2, 0, 12, 11, -1, 4, 2, 13, 28
(23) O=C1CC(SCCO)C(=O)N1c1ccc(Oc2ccccc2)cc1 (stereo unspecified)
  0.2, 1, -52, -4, -26, -1, -5, -3, 5, -83*
(24) COc1ccc(CC(=O)NCCS(=O)(=O)N2CCN(c3ccccc3)CC2)cc1
  1.7, -4, ., 2, 4, ., 2, ., 4, -5
(25) CC(=O)N1CCc2cc(S(=O)(=O)NC(Cc3ccccc3)C(=O)Nc3cc(C)ccn3)ccc21 (stereo unspecified)
  -0.1, 2, -35, 6, 0, 4, -2, -2, 15, 35
(26) Cc1ccc(CCN2CC(C(=O)NC3CCCCC3)CC2=O)cc1 (stereo unspecified)
  -0.2, -2, -1, 2, -10, -4, -1, -2, 6, 13
(27) COc1ccc(CC(=O)NNC(=O)c2cc(C)[nH]n2)cc1
  -0.3, 1, -3, -1, 12, 1, -1, 6, -11, 6
(28) COc1cccc(OC)c1C(=O)Nc1ccc2c(c1)CCCN2S(=O)(=O)c1ccc(C)cc1
  0.5, 0, -1, 5, -5, 2, -1, 1, 5, 39
(29) COC(=O)c1ccc(C2C(C#N)=C(N)Oc3cc(O)ccc32)cc1 (stereo unspecified)
  -1.4, 0, -18, -2, 6, -4, 9, -7, 1, -4
(30) Cc1cccc(-n2ncc3c(N4CCCc5ccccc54)ncnc32)c1
  4.1, 4, -137, 6, -123, 3, -2, -3, -5, 14

Full records, quoted from the list. Order of screens: HIF act | GSK3beta inhib | KLF5 inhibitor | HSF1 inh | aSyn UTR inh | HSP90 inh | GSK3 alpha inh | IEC-6 cytotox | HSF-1 act | AI-2 QS mod
COc1ccc([N+](=O)[O-])c(OC)c1C(=O)NC(=O)Nc1c(C)cccc1C as listed: -0.7 | 7 | -8 | 7 | -3 | 1 | -3 | -3 | 31 | 18
Cc1ccc2oc(C(=O)N(Cc3ccncc3)CC3CCCO3)c(C)c2c1 (stereo unspecified) as listed: 2.7 | -8 | -46 | 7 | -53 | -2 | 0 | 3 | 12 | 0

Remaining list, next part.
Results follow in this order: HIF act, GSK3beta inhib, KLF5 inhibitor, HSF1 inh, aSyn UTR inh, HSP90 inh, GSK3 alpha inh, IEC-6 cytotox, HSF-1 act, AI-2 QS mod
(31) O=C(NCCCCCc1nc2ccccc2[nH]1)c1ccccc1Cl
  -0.1, -2, -22, -3, -4, -1, -1, -5, 6, 12
(32) c1ccc(CCn2c(C3CC3)nc3ccccc32)cc1
  ., -2, -20, ., ., 8, 1, 1, ., 5
(33) C=CCn1c(=O)[nH]c2cc(C(=O)N3CC=C(c4ccccc4)CC3)ccc2c1=O
  ., -1, 0, ., 8, 2, -6, 0, ., 11
(34) Cc1ccc(S(=O)(=O)N2CCCCC2)cc1NC(=O)CSc1nnnn1C
  -0.6, 3, -7, -6, 0, 1, -1, 3, -6, 18
(35) O=[N+]([O-])c1ccc(CSc2nc3ccccc3[nH]2)cc1
  2.9, 3, -89, 67, -114, 2, -2, -6, 121*, 18
(36) Cc1nc(NCc2ccc3c(c2)OCO3)c2nnn(Cc3ccccc3)c2n1
  -2.1, 1, -1, 21, 30, 2, -2, 2, 40, -1
(37) COc1ccc(S(=O)(=O)N2CCSCC2)cc1
  0.9, 2, -24, 0, -9, 1, -2, 5, 3, -9
(38) Cc1ccc(NC(=O)OCCNC(=O)OC(C)C)cc1
  1.1, -1, -35, ?, -73, 0, -1, -5, -31, 15
(39) CC(=O)Oc1cccc(C(=O)Nc2ccccc2NC(=O)c2cccc(OC(C)=O)c2)c1
  -20, 1, -10, -2, 9, 2, 7, 0, 7, 44
(40) Cc1c[n+](CC(=O)c2ccccc2)c(C)cn1
  2.0, 4, -30, -8, -8, -1, -3, -1, -5, 12
(41) CC(C)[C@H](NC(=O)N1CCn2c1nc1ccccc12)C(=O)NCC1CCCO1 (stereo partly specified)
  0.2, 4, -20, -1, -9, -3, -1, -3, 3, 37
(42) O=C(CN1CCSCC1)N/N=C/c1ccccc1F
  0.1, -1, 10, -9, -1, 7, ., 1, -14, 27
(43) CS(=O)(=O)c1cccc(S(=O)(=O)N2CCN(c3ccccn3)CC2)c1
  0.3, -1, -14, 3, 11, -2, 4, -3, -9, 5
(44) FC(F)(F)c1cccc(-n2cc(-c3ccccc3)[nH]c2=S)c1
  1.7, 0, -2, 4, -26, 5, 0, 1, 21, 7
(45) Cc1ccc(NC(=O)Cn2cccc2)cc1C
  0.2, 2, -31, 1, 6, 6, 0, 1, -6, 21
(46) CC(C)(CN1CCC(Cc2ccccc2)CC1)NS(=O)(=O)c1ccccc1
  -0.1, 7, 8, 1, -9, 6, ., 4, -2, 13
(47) CCOCCCn1c(-c2ccc(Cl)cc2)n[nH]c1=S
  0.6, 3, -34, 4, 3, 4, -1, -2, -14, 3
(48) O=C(Cc1c[nH]c2ccccc12)Nc1cccc(S(=O)(=O)N2CCCCC2)c1
  -0.4, 2, 0, 11, 8, 2, 2, 3, 20, 49
(49) O=C(NCCCN1CCCC1)Nc1ccccc1[N+](=O)[O-]
  0.0, 1, -25, 2, -8, 2, -1, 2, -13, 10
(50) COc1ccc(-c2nn(-c3ccccc3)cc2C(=O)NC2CCCCC2C)cc1 (stereo unspecified)
  -0.1, 0, ., -4, -8, ., ., ., -6, 53
(51) COc1cc(OC)c2c(C)cc(=O)oc2c1C(CCN1CCN(c2ccccc2)CC1)c1ccc2c(c1)OCO2 (stereo unspecified)
  -0.4, -1, ., 6, 11, ., -4, ., -3, 8
(52) O=C(CCC(=O)N1CCOCC1)c1ccc(F)cc1
  0.3, -5, -51, 5, -36, 0, 0, -9, 1, 9
(53) Cc1cc(Cl)ccc1NC(=O)/C=N/O
  -1.0, 1, -26, -4, 8, -5, -1, 3, 16, 10
(54) CN(C)c1ccc(N/C=C/C(=O)c2ccco2)cc1
  1.0, -2, -76, 1, -105, 9, 1, -8, 10, -52
(55) C=CCNc1nc(Cl)nc(Nc2cc(Cl)ccc2OC)n1
  0.0, 6, -30, -3, 7, -3, 4, 2, -8, 26
